CSN inh: inhibitors of CSN-mediated cullin deneddylation, primary screen, biochemical, fluorescence polarization, uHTS; 360,000 compounds, 0.38% hits; AID 651999, 2013; inhibition, % at 12.5 µM; Purified CSN, SCF-Nedd8-OG deneddylation;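 active = pattern-corrected inhibition above about 35%, with an unprinted fluorescence ratio check between 0.5 and 1.5, limit read from the data, passing the limit was not always enough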;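 also: 0% = enzyme with substrate and 100% = substrate without enzyme; some results filed as inactive read as strong as hits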
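Material: purified human Csn5 enzyme expressed in HEK293T cells / Medium: Tris buffer pH 7.5, NaCl, DTT, Tween-20, trehalose, ovalbumin / Compound dosing: 12.5 µM single point / Schedule: 90 min incubation of compound, enzyme and substrate at room temperature / Signal: fluorescence polarization of the substrate / Control set: no-enzyme wells high, enzyme-with-substrate wells low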
Scp-1 inhibitor: Scp-1 phosphatase inhibitors, primary screen, biochemical, colorimetric, uHTS; Carboxy-terminal domain RNA polymerase II polypeptide A small phosphatase 1 (Homo …; AID 493091, 2011; 340,000 compounds, 0.88% hits; inhibition, % at 20 µM; Recombinant Scp1, phosphopeptide, malachite green phosphate absorbance;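 active = inhibition above about 50% at 20 µM, limit read from the data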;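 also: plate controls were DMSO wells with enzyme for no effect and wells lacking enzyme for full effect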
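System: truncated SCP-1 phosphatase (76-261aa); medium: Tris acetate buffer pH 5.5 with MgCl2 and Tween-20; incubation: 45 min room-temperature reaction, 5 min colour, 30 min stabiliser; compound: single 20 µM dose, 1% DMSO; reagent: Phosphorylated 17-residue peptide substrate; read-out: % inhibition at 20 µM; technique: colorimetric free-phosphate detection, absorbance 630 nm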
STEP block: STEP phosphatase inhibitors, primary screen, biochemical, fluorescence intensity, uHTS; inhibition, % at 20 µM; Tyrosine-protein phosphatase non-receptor type 5 (Homo sapiens), P54829; 360,000 compounds, 0.25% hits; recombinant STEP, OMFP fluorogenic substrate; AID 588621, 2011;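 active = inhibition at 20 µM, scaled per plate between control wells, above about 37%, limit read from the data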;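 also: 0% = DMSO with enzyme and substrate and 100% = substrate only without enzyme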
Target sequence (P54829 whole entry, looked up): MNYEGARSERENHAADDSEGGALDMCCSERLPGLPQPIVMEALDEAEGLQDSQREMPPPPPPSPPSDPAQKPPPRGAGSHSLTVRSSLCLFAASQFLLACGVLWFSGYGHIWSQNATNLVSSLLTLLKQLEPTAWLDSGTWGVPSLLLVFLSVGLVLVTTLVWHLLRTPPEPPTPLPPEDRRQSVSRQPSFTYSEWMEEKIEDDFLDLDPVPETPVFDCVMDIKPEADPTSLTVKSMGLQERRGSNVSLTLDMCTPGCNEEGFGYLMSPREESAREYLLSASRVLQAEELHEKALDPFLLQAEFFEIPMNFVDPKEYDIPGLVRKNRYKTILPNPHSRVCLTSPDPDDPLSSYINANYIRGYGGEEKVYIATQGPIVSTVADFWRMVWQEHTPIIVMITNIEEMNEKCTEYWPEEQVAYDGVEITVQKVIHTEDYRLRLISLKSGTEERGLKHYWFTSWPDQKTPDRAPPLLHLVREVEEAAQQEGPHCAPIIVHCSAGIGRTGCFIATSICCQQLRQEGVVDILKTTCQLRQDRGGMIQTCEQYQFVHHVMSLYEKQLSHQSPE
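Test system: STEP tyrosine phosphatase / Reagent: OMFP at 25 µM / Doses: 20 µM, 1% DMSO / Read-out: percent inhibition scaled to no-enzyme and uninhibited-enzyme controls, plate-pattern corrected / Detection: FITC-channel fluorescence of OMFP product / Medium: Bis-Tris buffer pH 6.0, 2.5 mM DTT, 0.005% Tween 20 / Schedule: 20 min at room temperature, dark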
Rin1 Abl inh: inhibitors of Rin1-Abl protein binding, primary screen, biochemical, TR-FRET; inhibition, % at 7.35 µM; Tyrosine-protein kinase ABL1 (Homo sapiens) + Ras and Rab interactor 1 (Homo sapiens), …; 360,000 compounds, 0.4% hits; in the data active = inhibition above about 5%, passing the limit was not always enough
LMPTP inh: LMPTP phosphatase inhibitors, primary screen, biochemical, fluorescence intensity, uHTS; recombinant LMPTP-A, OMFP fluorogenic substrate; inhibition, % at 20 µM; 360,000 compounds, 0.22% hits; AID 651560, 2012;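 active = compounds that cut the enzyme signal by at least half of the control window in the single-dose screen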;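 also: plate controls were DMSO wells with enzyme plus substrate for no effect and substrate without enzyme for full effect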
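Test system: LMPTP-A phosphatase enzyme; input: 0.625 nM LMPTP-A final; reagent: OMFP substrate, 400 µM final; compound dosing: 20 µM single dose, 3% DMSO; incubation: 50 min dark incubation at room temperature; measured by: endpoint fluorescence intensity from OMFP dephosphorylation; measure: % inhibition relative to no-enzyme and uninhibited control wells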
Rpn11 block: Rpn11 (PSMD14) deubiquitinase inhibitors, primary screen, biochemical, fluorescence polarization, uHTS; 26S proteasome non-ATPase regulatory subunit 14 (Homo sapiens), O00487; AID 588493, 2011; 360,000 compounds, 0.59% hits; human 26S proteasome, Ub4-pepOG fluorescence polarization; 20S core pre-blocked with epoxomicin; calls only at 20 µM;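 active = inhibition at 20 µM, scaled to each plate's controls, above about 33%, limit read from the data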
Target sequence (O00487 whole entry, looked up): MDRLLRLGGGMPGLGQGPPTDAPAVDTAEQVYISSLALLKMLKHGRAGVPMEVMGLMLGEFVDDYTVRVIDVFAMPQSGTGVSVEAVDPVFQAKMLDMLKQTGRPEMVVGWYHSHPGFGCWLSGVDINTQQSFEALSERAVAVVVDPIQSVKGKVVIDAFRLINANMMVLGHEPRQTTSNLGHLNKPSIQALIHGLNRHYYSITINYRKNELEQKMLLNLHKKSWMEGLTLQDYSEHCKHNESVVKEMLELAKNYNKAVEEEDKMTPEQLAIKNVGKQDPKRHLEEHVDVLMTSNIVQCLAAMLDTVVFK
SUMO1 PPI mod: modulators of SUMO1 protein-protein interactions, primary screen, biochemical, uHTS; SUMO1 binding to a labelled peptide, TR-FRET, 1 h; inhibition, % at 20 µM; 360,000 compounds, 0.33% hits; AID 602429, 2012; in the data active = inhibition above about 37%
Target sequence (P63165 whole entry, looked up): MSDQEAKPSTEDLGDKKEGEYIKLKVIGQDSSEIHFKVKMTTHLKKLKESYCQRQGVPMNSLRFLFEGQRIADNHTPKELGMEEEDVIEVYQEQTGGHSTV
Neddylation inh: inhibitors of cullin neddylation, primary screen, biochemical, TR-FRET, uHTS, NAE and Ubc12; calls only at 25 µM; AID 651699, 2012; NEDD8-conjugating enzyme Ubc12 (Homo sapiens) + NEDD8-activating enzyme E1 regulatory …; 360,000 compounds, 0.58% hits; in the data active = inhibition above about 36%
DNMT1 block: human DNMT1 methyltransferase inhibitors, primary screen, biochemical, molecular beacon, fluorescence, HinP1I cleavage, uHTS; 360,000 compounds, 0.83% hits; DNA (cytosine-5)-methyltransferase 1 (Homo sapiens), P26358; inhibition (reported as % activation of signal), % at 10 µM; in the data active = inhibition above about 50%
NadD block: inhibitors of S. aureus NadD, primary screen, biochemical, colorimetric, uHTS; inhibition, % at 20 µM; Nicotinate-nucleotide adenylyltransferase NadD (Staphylococcus aureus N315); AID 602399, 2012; 360,000 compounds, 0.78% hits; purified NadD enzyme, colorimetric absorbance read-out; in the data active = inhibition above about 26%; also: some compounds past the cut are filed as inactive
* hit, by the source's call; i = inactive; · = not tested or not shown.

(1) CSC(=NCc1ccc(F)cc1)NS(=O)(=O)c1cccs1
(2) O=C(CSc1nncs1)Nc1ccc(Cl)cn1
(3) CC1(C)CC(=O)CC2(C1)NCC(c1ccccc1)c1c2[nH]c2ccccc12 (centres undefined)
(4) CCOC(=O)c1[nH]c(C)c(/C(O)=C2\C(=O)C(=O)N(CCCN3CCOCC3)C2c2cccs2)c1C (centres undefined)
(5) CC1(C)Oc2ccc3ccc(=O)oc3c2[C@@H](O)[C@@H]1O
(6) Cc1ccc(N(Cc2ccccc2)C(=O)c2cc(S(=O)(=O)N3CCOCC3)ccc2Cl)cc1

assay / compound	1	2	3	4	5	6
CSN inh	-15	-15	3	-4	-7	-2
Scp-1 inhibitor	-12	-5	4	-4	4	-7
STEP block	-4	-3	-4	-1	-1	1
Rin1 Abl inh	-2	-3	4	-3	3	0
LMPTP inh	-1.5	-2.3	-0.3	-6.0	2.5	2.0
Rpn11 block	i	i	i	i	i	i
SUMO1 PPI mod	-2	-4	-3	3	0	3
Neddylation inh	i	i	i	i	·	i
DNMT1 block	1	-2	1	1	-3	-8
NadD block	1	-3	2	1	5	-2

Entries of single compounds from above.
`CC1(C)Oc2ccc3ccc(=O)oc3c2[C@@H](O)[C@@H]1O` is entered as CSN inh: -7; Scp-1 inhibitor: 4; STEP block: -1; Rin1 Abl inh: 3; LMPTP inh: 2.5; Rpn11 block: i; SUMO1 PPI mod: 0; Neddylation inh: ·; DNMT1 block: -3; NadD block: 5
`CSC(=NCc1ccc(F)cc1)NS(=O)(=O)c1cccs1` is entered as CSN inh: -15; Scp-1 inhibitor: -12; STEP block: -4; Rin1 Abl inh: -2; LMPTP inh: -1.5; Rpn11 block: i; SUMO1 PPI mod: -2; Neddylation inh: i; DNMT1 block: 1; NadD block: 1
`CCOC(=O)c1[nH]c(C)c(/C(O)=C2\C(=O)C(=O)N(CCCN3CCOCC3)C2c2cccs2)c1C` (centres undefined) is entered as CSN inh: -4; Scp-1 inhibitor: -4; STEP block: -1; Rin1 Abl inh: -3; LMPTP inh: -6.0; Rpn11 block: i; SUMO1 PPI mod: 3; Neddylation inh: i; DNMT1 block: 1; NadD block: 1

New compounds follow.
(7) O=C(CSc1nc2ncc(Cl)cc2[nH]1)N1CCC(Cc2ccccc2)CC1
(8) Cc1ccc(NC(=O)Cn2nnc(-c3ccccc3-n3cnnn3)n2)c(C)c1
(9) CC1CCN(C(=O)Cn2c3ccccc3c3nc4n(c(=O)c32)CCS4)CC1
(10) COC(=O)C1CSC2c3ccccc3C(=O)N12 (centres undefined)
(11) c1ccc(COc2ccc(OCCCCN3CCCCC3)cc2)cc1
(12) O=C(Nc1ccccc1N1CCCC1)C1=COCCO1

assay / compound	7	8	9	10	11	12
CSN inh	-1	2	-2	1	5	-1
Scp-1 inhibitor	-3	-5	-2	18	0	-11
STEP block	4	-2	3	1	0	2
Rin1 Abl inh	0	-2	-2	-1	0	1
LMPTP inh	0.0	-1.0	0.9	-0.8	-0.7	-8.2
Rpn11 block	i	i	i	i	i	i
SUMO1 PPI mod	0	-3	-6	0	0	-15
Neddylation inh	i	i	i	i	i	i
DNMT1 block	14	0	1	0	1	-2
NadD block	2	6	6	-3	0	8

(13) Cn1c(=O)[nH]c(=O)c2c1nc(SCCO)n2CCCc1ccccc1
(14) COC(=O)NC(=C(Cl)Cl)S(=O)(=O)c1ccccc1
(15) CSc1nc(N)nc2c1ncn2C1OC(CO)CC1O (centres undefined)
(16) C=CCn1c(SCc2ccc(C#N)cc2)nnc1-c1cccc(Cl)c1
(17) COC(=O)CNC(=O)c1ccc(F)cc1
(18) CCCc1cc(C(=O)Nc2cc(C)on2)no1

assay / compound	13	14	15	16	17	18
CSN inh	-2	0	-5	-4	2	-4
Scp-1 inhibitor	6	0	7	-8	-4	-1
STEP block	-1	-2	-3	1	-4	-2
Rin1 Abl inh	3	-1	-2	-2	-1	4
LMPTP inh	-0.5	-0.9	-0.6	0.8	-1.1	-1.6
Rpn11 block	i	i	i	i	i	i
SUMO1 PPI mod	1	5	-2	-6	3	1
Neddylation inh	i	i	i	i	i	i
DNMT1 block	0	9	4	3	4	5
NadD block	9	-3	-2	1	-5	-5

(19) CCNC(=S)Nc1ccc(N(c2ccccc2)C(C)C)cc1
(20) CSc1nnc(C)c(=O)n1COC(=O)c1ccccc1
(21) CC1(C(=O)NS(=O)(=O)c2cccs2)CCN1C(=O)Cc1ccccc1 (centres undefined)
(22) O=C(Nc1ccc2c(c1)OCO2)c1cc(C2CCCN(C(=O)C3CCCCC3)C2)on1 (centres undefined)
(23) CC(=O)NC(CC(=O)NNC(=O)c1cccs1)c1ccccc1 (centres undefined)
(24) CC1=Nn2c(nnc2-c2ccccn2)SC1

assay / compound	19	20	21	22	23	24
CSN inh	-7	6	2	0	-1	1
Scp-1 inhibitor	-6	-10	·	·	-3	-3
STEP block	3	-4	-2	2	-4	4
Rin1 Abl inh	4	-2	0	0	5	2
LMPTP inh	1.9	-1.4	-0.3	0.8	-0.8	-1.9
Rpn11 block	i	i	i	i	i	i
SUMO1 PPI mod	-1	4	-1	1	3	-3
Neddylation inh	i	i	i	i	i	i
DNMT1 block	-5	12	8	-3	0	1
NadD block	4	-4	0	4	-4	-3

(25) COc1ccc(NS(=O)(=O)c2ccc(C(=O)N(C)Cc3cccs3)cc2)cc1
(26) C=CCn1c(=O)c2c(nc3n2CCS3)n(C)c1=O
(27) CC1CN(c2ccc([N+](=O)[O-])cc2Cl)CCN1S(C)(=O)=O (centres undefined)
(28) O=C(CCc1ccc(S(=O)(=O)N2CCOCC2)cc1)OCC(=O)c1ccccc1
(29) CC(=O)N1c2ccc(S(=O)(=O)N3CCCC(C(=O)NCc4ccc(Cl)cc4)C3)cc2CC1C (centres undefined)
(30) O=C(NCCO)c1nc(C(=O)c2ccc(Cl)cc2)c2ccccc2n1

assay / compound	25	26	27	28	29	30
CSN inh	-2	0	-3	5	-2	-2
Scp-1 inhibitor	-9	-3	2	-12	-5	-4
STEP block	-1	0	-2	1	3	-1
Rin1 Abl inh	1	3	-3	3	-5	-1
LMPTP inh	0.8	-0.5	-1.1	0.3	-0.5	-0.3
Rpn11 block	i	i	i	i	i	i
SUMO1 PPI mod	-4	-1	-33	3	1	-38
Neddylation inh	i	i	i	i	i	i
DNMT1 block	-1	3	-3	-8	-4	3
NadD block	0	2	-5	-3	1	-1

(31) Cc1ccc(OCCNC(=O)Cc2ccc(F)cc2)cc1
(32) CCOc1ccccc1-c1nc(CN2CCCC2c2nccs2)c(C)o1 (centres undefined)
(33) CC(=O)Nc1ccc(S(=O)(=O)NCc2ccc3c(c2)cc(C)n3C)cc1
(34) COc1cc2c(c(OC)c1OC)-c1c(cc3c(c1OC)OCO3)C[C@H](C)[C@@](C)(O)C2
(35) COc1ccc2ccccc2c1C1CC(=O)N2CN(Cc3ccco3)CSC2=C1C#N (centres undefined)
(36) O=P(OC1CCCCC1)(OC1CCCCC1)C(O)c1c(Cl)cccc1Cl (centres undefined)

assay / compound	31	32	33	34	35	36
CSN inh	5	-3	-2	-4	5	-1
Scp-1 inhibitor	-8	1	-12	-9	-8	-8
STEP block	1	0	-2	-1	4	2
Rin1 Abl inh	3	-5	-5	-2	-2	0
LMPTP inh	-0.2	2.0	27	0.0	2.7	0.3
Rpn11 block	i	i	i	i	i	i
SUMO1 PPI mod	1	-5	-25	2	0	2
Neddylation inh	i	i	i	i	i	i
DNMT1 block	1	-5	-16	-3	-27	7
NadD block	1	2	19	3	16	-6

(37) ON=C1CCN(c2ncc(C(F)(F)F)cc2Cl)CC1
(38) COc1ccc(C2C(=O)N(C3CCCCCC3)CC(=O)N2Cc2ccccc2)cc1OC (centres undefined)
(39) COC(=O)c1ccc(S(=O)(=O)N2CCCN(Cc3ccc(F)cc3)CC2)n1C
(40) O=C(NNC(=O)c1ccc(-c2ccccc2)cc1)Nc1ccc(F)cc1F
(41) O=C(CC1C(=O)NCCN1C(=O)Nc1ccccc1)Nc1ccc(F)cc1 (centres undefined)
(42) Cn1cc(CNC(=O)C23CC4CC(CC(C4)C2)C3)cn1

assay / compound	37	38	39	40	41	42
CSN inh	3	1	1	-1	-1	-3
Scp-1 inhibitor	0	-5	-2	7	-11	5
STEP block	-3	-1	1	4	-3	-1
Rin1 Abl inh	2	-1	4	-4	2	2
LMPTP inh	-0.8	-2.0	-0.4	10	2.8	0.2
Rpn11 block	i	i	i	i	i	i
SUMO1 PPI mod	-3	-1	-2	2	3	1
Neddylation inh	i	i	i	i	i	i
DNMT1 block	0	0	4	20	-4	-1
NadD block	-1	-2	1	10	5	9

(43) Cc1ccc(-n2ncc(Br)c(Br)c2=O)cc1
(44) CN1/C(=C\C=C(/C#N)C(=O)Nc2ccccc2F)C(C)(C)c2ccccc21
(45) CC(C)c1ccccc1NC(=S)N1CCN(Cc2ccc3c(c2)OCO3)CC1
(46) OCCC1CN(Cc2cc3c(cc2Cl)OCO3)CCN1C1CCCC1 (centres undefined)
(47) COCCN(C(=O)CCC(=O)Nc1ccccn1)C(C(=O)NCCC(C)C)c1ccc(OC)cc1 (centres undefined)
(48) O=C(Nc1ccc(OCC(=O)N2CCOCC2)cc1)c1cc(F)c(F)cc1Cl
(49) O=C(c1ccc(N2C(=O)C3C4CC(C(Br)C4Br)C3C2=O)cc1)N1CCCCC1 (centres undefined)
(50) O=C(CSc1nc(-c2ccco2)cc(C(F)(F)F)n1)NCc1cccs1

assay / compound	43	44	45	46	47	48	49	50
CSN inh	6	123	-7	3	-4	-1	2	2
Scp-1 inhibitor	-6	-3	3	6	-6	-4	12	-7
STEP block	1	-5	14	-1	-3	-4	2	2
Rin1 Abl inh	-14	-2	0	-1	0	-1	0	0
LMPTP inh	0.9	-2.5	-0.8	0.8	-0.9	-1.1	0.5	-0.9
Rpn11 block	i	·	i	i	i	i	i	i
SUMO1 PPI mod	-17	-2	0	-3	-1	-1	7	-7
Neddylation inh	i	i	i	i	i	i	i	i
DNMT1 block	23	32	-1	2	-1	-1	7	-4
NadD block	1	6	0	-4	3	-2	-5	-5

Compounds as they come, and some 3.8% of all compounds hit somewhere here.
